Assay outcomes from PubChem.
HCMV inh: blocks human cytomegalovirus replication; HFF cells, HCMV-luciferase reporter, 72 h; hits give low values; activity change, negative = inhibition, % at 57.5 µM; 410,000 compounds, 4.5% hits; AID 1259415; in the data active means activity change below about -60%; inconclusive means no clear call, values can overlap the other calls; inactive means above about -39%
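Two compound doses tested in HFFs infected with HCMV-luciferase, MOI 1 PFU/cell, 72 h at 37C. Lysate luminescence read with OneGlo; data normalized against buffer-only and 10uM Salinomycin inhibitor controls.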
Sm TGR inh: S. mansoni TGR enzyme inhibition; 360,000 compounds, 3% hits; Potency, µM (highest dose often 114 µM), inactives show at the top dose activity change, negative = inhibition, usual class: inhibitors; Q962Y6; AID 485364; purified TGR, DTNB reduction, TNB absorbance 405 nm; further: potency means the concentration at half of the fitted maximal effect; nearly all actives have a fitted effect of over 60% in size
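TGR 20 nM + NADPH 100 uM (dispensed conc.), cpd preinc 15 min RT; start with NADPH (500 uM addition) then DTNB (15 mM addition). Kinetic TNB absorbance, 405 nm filter. Four-parameter Hill fit across titration.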
AmpC inh no detg: inhibitors of E. coli AmpC beta-lactamase without detergent. P00811. AmpC nitrocefin hydrolysis, absorbance 480 nm, 0.0001% Triton. Potency, µM (titrated, usually from 57.1 µM), without a hit: top-dose activity change, negative = inhibition, hits mostly inhibitors. 330,000 compounds, 0.52% hits. AID 485341;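 further: potency means the concentration at half of the fitted maximal effect; plate controls were no compound for no effect and no enzyme for full effect; nearly all actives have a fitted effect of over 20% in size; some results filed as inactive show a strong effect at the top dose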
Target sequence (P00811 whole entry, looked up): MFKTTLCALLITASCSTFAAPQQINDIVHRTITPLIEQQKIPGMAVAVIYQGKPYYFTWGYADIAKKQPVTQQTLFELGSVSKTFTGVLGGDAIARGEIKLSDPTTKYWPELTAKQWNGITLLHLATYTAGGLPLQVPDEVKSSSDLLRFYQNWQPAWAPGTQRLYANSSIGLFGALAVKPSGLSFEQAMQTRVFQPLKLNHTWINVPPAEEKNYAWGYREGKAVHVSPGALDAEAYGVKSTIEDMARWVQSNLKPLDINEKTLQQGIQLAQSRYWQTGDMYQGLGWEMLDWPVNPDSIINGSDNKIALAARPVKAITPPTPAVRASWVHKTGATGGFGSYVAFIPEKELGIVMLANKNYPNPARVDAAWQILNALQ
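20 mM phosphate pH 7.0 + 0.01% (detergent screen) or 0.0001% Triton X-100; 5.3 nM AmpC reagent; cpd preinc 15 min RT; nitrocefin (800 uM stock) to start; A480 q20 s × 4 min; Activity was normalised to no-enzyme and no-compound control wells.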
HCV inh: HCV inhibition; Huh7.5.1 HCVcc-Cre infection, luciferase reporter, 44 h; Potency, µM (doses to about 41.8 µM), for the others: at the highest dose activity change, negative = inhibition, actives largely listed as inhibitors; 340,000 compounds, 3.4% hits; AID 651820; further: potency means the concentration at half of the fitted maximal effect
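Luciferase read-out (15 sec integration) after a 15 min room-temperature substrate step quantifies HCVcc-Cre infection. Cells, 1,000 per well, had compound added 4 h post-plating, then virus at ~0.5 moi, and were cultured 44 h.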
AmpC detergent: AmpC beta-lactamase inhibition with detergent present | P00811 | AmpC hydrolysis of nitrocefin, absorbance 480 nm, 0.01% Triton | Potency, µM (doses to about 114 µM), for inactives: at the highest dose activity change, negative = inhibition, hits mostly inhibitors | 370,000 compounds, 0.041% hits | AID 485294;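 further: potency means the concentration at half of the fitted maximal effect; 0% = no-compound wells and -100% = no-enzyme wells; nearly all actives have a fitted effect of over 25% in size; some results filed as inactive show a strong effect at the top dose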
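20 mM phosphate pH 7.0 + 0.01% (detergent screen) or 0.0001% Triton X-100; 5.3 nM AmpC reagent; cpd preinc 15 min RT; nitrocefin (800 uM stock) to start; A480 q20 s × 4 min; Activity was normalised to no-enzyme and no-compound control wells.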
Giardia FBPA inh: blocks Giardia fructose-bisphosphate aldolase activity; A8B2U2; purified Giardia FBPA; Potency, µM (top dose mostly 59.6 µM), without a hit: at the highest dose activity, negative = inhibition, hits mostly inhibitors; 290,000 compounds, 0.71% hits; further: potency means the concentration at half of the fitted maximal effect; nearly all actives have a fitted effect of over 55% in size
Target sequence (A8B2U2 whole entry, looked up): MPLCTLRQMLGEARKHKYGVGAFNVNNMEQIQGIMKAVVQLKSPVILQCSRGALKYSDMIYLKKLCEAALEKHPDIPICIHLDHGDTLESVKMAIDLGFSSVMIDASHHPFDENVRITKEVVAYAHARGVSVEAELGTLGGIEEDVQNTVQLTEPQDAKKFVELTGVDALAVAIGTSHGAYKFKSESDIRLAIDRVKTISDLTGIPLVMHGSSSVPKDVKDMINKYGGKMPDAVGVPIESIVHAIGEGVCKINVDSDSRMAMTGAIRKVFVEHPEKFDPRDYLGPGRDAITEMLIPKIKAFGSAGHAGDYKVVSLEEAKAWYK
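40 nM FBPA preincubated 10 min at RT with compound (up to 57.5 uM final), then substrate plus GAPDH/TPI/NAD/arsenate coupling and diaphorase/resazurin added. Fluorescence read after 20 min at RT, 525/598 nm.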
* marks the source's active call; other numbers are inactive results; ? = inconclusive; . = not tested or not shown; & = joins results of further samples; [ ] = dose if it differs, or a comment. Unless noted, the call rests on the fitted dose curve; in most records, active means well fitted curve in the direction sought with a large enough effect; inconclusive means small, poorly fitted or top-dose-only effect, or another doubt; inactive means no such curve, though single readings can be large; an effect the other way counts as inactive or inconclusive. Unless noted, on the % scale 0 is the no-effect control and ±100 the full control effect.

compound	HCMV inh	Sm TGR inh	AmpC inh no detg	HCV inh	AmpC detergent	Giardia FBPA inh
Cn1c(=O)c2c(nc(-n3ccnc3)n2Cc2ccc(Cl)cc2Cl)n(C)c1=O	-15	6%	37%	?	-14%	0%
Cc1ccccc1N1C(=O)CSC1=C(C#N)C#N	19	-1%	-32%	?	10%	-2%
COc1cc(CNC(C)(C)CO)cc(Br)c1OCc1ccc(Cl)cc1Cl	-99*	-3%	122%[activator]	10µM*	-10%	3%
CN1CCN(c2ccc([N+](=O)[O-])cc2S(=O)(=O)N2CCOCC2)CC1	-11	-16%	-15%	11%	-11%	8%
Cc1cc(C)n2nc(SCC(=O)NC(=O)c3ccccc3Cl)nc2n1	-5	0%	-4%	18%	3%	.
FC(F)(F)COc1nc(N/N=C/c2cccnc2)nc(N2CCCCC2c2ccccn2)n1 (centres undefined)	-72*	-1%	112%[activator]	?	-6%	5%
COc1ccc(-n2cnnc2SCC(=O)NCc2cccs2)cc1	18	-12%	-6%	12%	4%	2%
COCCCn1c(SCC(=O)NC2CCCC2)nnc1-c1ccncc1	-13	3%	-13%	-7%	-5%	7%
Cc1cc(=O)[nH]c(SCC(=O)NNC(=O)Cc2ccccc2)n1	1	29%	-11%	1%	-2%	15%
O=C1N/C(=N/N=C/c2ccccc2)SC1(c1ccccc1)c1ccccc1	-33	-1%	6%	-8%	0%	1%
COc1ccc2cc(CN(CCc3ccccc3)Cc3nnnn3CC3CCCO3)c(=O)[nH]c2c1 (centres undefined)	7	-11%	92%[activator]	-21%	-8%	-3%
CN1C(=O)C2C=CC1C1C(=O)N(c3ccccc3)C(=O)C21 (centres undefined)	115	-10%	1%	11%	-8%	27%
Nc1ccn([C@H]2C[C@H](O)[C@@H](CO)O2)c(=O)n1	28&-3	1%&4%	-18%&-15%	20%&-9%	-8%&-13%	?
Cc1ccc(C)c(Oc2coc3cc(OCC(=O)Nc4ccccc4C(C)C)ccc3c2=O)c1	.	-6%	-33%	?	?	-3%
Cc1cc(OCCCC(=O)NNC(=O)c2ccncc2)ccc1Cl	43	-6%	281%	10%	1%	.
Cc1ccc(-c2nnc(CSc3nnc(COc4ccccc4)n3-c3ccc(C)cc3)o2)cc1	19	?	3%	-7%	1%	-7%
CC(C)(C)C(=O)Nc1ccccc1C(=O)NCCCn1ccnc1	-32	7%	-17%[11.4 µM]	-3%	?	-3%
CCSc1nnc(NC(=O)C2(C)Cc3ccccc3C(=O)O2)s1 (centres undefined)	21	3%	-14%	-7%	0%	-4%
CC(C)(C)OC(=O)NCCCC[C@H](NC(=O)c1[nH]cnc1C(=O)N[C@@H](Cc1ccccc1)C(=O)OC(C)(C)C)C(=O)OC(C)(C)C	?	14%	35%	-13%[8.37 µM]	-1%	-21%
Cc1cccc(-c2nc(CS(=O)CC(=O)N3CC(C)CC(C)C3)c(C)o2)c1 (centres undefined)	-30	35µM*	115%[activator]	-9%	-10%	10%
N#C/C(=C\Nc1ccc2c(c1)OCCO2)C(=O)NCc1ccco1	40	10%	-23%	1%	8%	-1%
COc1cc(C(=O)OCC(=O)N2CCCC2)cc2c1OCCO2	-1	-16%	-1%	-5%	4%	.
COc1cc(OC)c(C(=O)OCCCOC(=O)c2cc(OC)c(OC)cc2OC)cc1OC	?	-2%	-37%	?	-7%	.
O=C(NCC(O)COc1ccc([N+](=O)[O-])cc1)c1ccccc1 (centres undefined)	10	8%	-29%	1%	1%	4%
C[C@@H]1CN([C@H](C)CO)C(=O)c2cc(NS(=O)(=O)c3cn(C)cn3)ccc2O[C@@H]1CN(C)S(C)(=O)=O	34	.	-14%	2%	.	.
COc1ccccc1N(CC(=O)Nc1cc(C)cc(C)c1)S(C)(=O)=O	-27	-2%	.	.	-10%	.
Cc1csc(NC(=O)c2cc3c(s2)CCCCC3)n1	?	-2%	-39%	?	?	-28%
Cc1ccc(-c2nsc(NC(=O)c3oc4cc(C)c(Cl)cc4c3C)n2)cc1	?	4%	.	.	23%	.
Cc1ccc(Cl)cc1N1CCN(C(=O)CCCn2c(=O)c3cccn3c3cccnc32)CC1	-23	9%	33%	?	-4%	2%
O=C(Oc1ccc2ccc(=O)oc2c1)N1CCOCC1	15	-11%	-6%	13%	-10%	-1%
O=S(=O)(c1ccc2ccccc2c1)N1CCCCC1	-3	-2%	-26%	1%	2%	1%
CCOc1ccccc1NC(=O)CN(c1cc(C)cc(C)c1)S(=O)(=O)c1c(C)nn(C)c1C	-23	3%	.	.	6%	.
CC(=O)c1c(C)oc2ccc(NS(=O)(=O)c3ccc(C)cc3)cc12	-25	-8%	-19%	?	-6%	3%
O=C(O)CSC1CC(=O)N(c2ccc(Br)cc2)C1=O (centres undefined)	15	45µM*	16%	15%	1%	7%
Cc1ccc(NC(=O)NCCOCCn2c(=O)oc3ccccc32)cc1C	7	3%	.	.	24%	.
COc1ccc(OC)c(NC(=O)Cn2cc(C(=O)c3ccccc3)c3ccccc32)c1	-21	1%	.	.	-2%	.
Cc1ccc(S(=O)(=O)Cc2cn3cccnc3n2)cc1	-15	-4%	-8%	11%	-2%	-2%
CCOc1ccc(NC(=O)Cn2c(=O)n(CC(=O)NCc3ccccc3Cl)c(=O)c3sccc32)cc1	8	-2%	.	.	1%	.
CC(C)=C1C2CCC1C1C(=O)N(c3nc(-c4ccc(F)cc4)c(C)s3)C(=O)C21 (centres undefined)	-5	-28%	-4%	?	-1%	-1%
O=C(N/N=C/c1ccccn1)c1ccc(Br)o1	52	6%	-21%	5%	1%	-22%
COc1ccc(-c2coc3c(C)c4oc(=O)c(CCC(=O)O)c(C)c4cc23)cc1	.	-3%	142%[activator]	2.5µM*	-1%	-8%
Cc1cc(C)nc(NC(=O)c2ccc(COc3ccccc3Cl)cc2)c1	-9	3%	1%	?	?	-8%
Cc1ccc(NC(=O)CCC(=O)N/N=C/c2ccc(O)cc2)cc1	26	45%[activator]	-17%	?	-5%	-4%
O=C(CCc1nnc2n(Cc3ccccc3)c(=O)c3ccccc3n12)NCCN1CCOCC1	6	-26%	-11%	-2%	-6%	1%
C/C(=N\Nc1nc2ccccc2[nH]1)c1ccc2c(c1)OCO2	7	10%	-31%	?	7%	-10%
N#CC(c1ccccc1)c1cnccn1 (centres undefined)	-16	-6%	-15%	0%	?	.
CC1C(=O)N2CCCc3cc(NC(=O)C4CC4)cc1c32 (centres undefined)	4	0%	-25%	2%[8.37 µM]	-14%	.
C/C(=N\OCC(=O)NCC(F)(F)F)c1cc2ccccc2o1	-6	8%	-29%	-12%	6%	2%
Cc1c(-c2nnc(SCC(=O)Nc3ccc(Br)cc3)o2)nnn1-c1ccc(F)cc1	1	2%	.	.	14%	.
C[C@H]1CN([C@@H](C)CO)C(=O)Cc2cc(NC(=O)Cc3cn(C)c4ccccc34)ccc2O[C@@H]1CN(C)S(=O)(=O)c1cn(C)cn1	-5	.	217%[activator]	-1%	.	.

Complete entries, quoted from the list. Order of values: HCMV inh, Sm TGR inh, AmpC inh no detg, HCV inh, AmpC detergent, Giardia FBPA inh
Profile of `O=C(Oc1ccc2ccc(=O)oc2c1)N1CCOCC1` : 15, -11%, -6%, 13%, -10%, -1%
Profile of `Cc1ccc(Cl)cc1N1CCN(C(=O)CCCn2c(=O)c3cccn3c3cccnc32)CC1` : -23, 9%, 33%, ?, -4%, 2%
Profile of `C[C@H]1CN([C@@H](C)CO)C(=O)Cc2cc(NC(=O)Cc3cn(C)c4ccccc34)ccc2O[C@@H]1CN(C)S(=O)(=O)c1cn(C)cn1` : -5, ., 217%[activator], -1%, ., .

(listing goes on)
compound	HCMV inh	Sm TGR inh	AmpC inh no detg	HCV inh	AmpC detergent	Giardia FBPA inh
CCOC(=O)/C(=C\c1c[nH]c2ccccc12)NC(C)=O	103	-4%	-15%	5%	5%	-16%
CC1CCCN(CC(O)COC(c2ccccc2)c2ccccc2)C1 (centres undefined)	-28	9%	4%[11.4 µM]	?	?	8%
O=C(CN1N=C(c2ccc(Cl)cc2)CCC1=O)NCCc1ccc(Cl)cc1	20	-2%	.	.	9%	.
COc1ccc(OC)c(NS(=O)(=O)c2c(C)nc3sccn3c2=O)c1	49	-17%	-16%	1%	-12%	-10%
O=S(=O)(c1ccccc1)c1nc(-c2ccc(Cl)cc2Cl)oc1N1CCCCCC1	6	1%	.	.	28%	.
Cc1ccc(N=C2CCCCCN2C)c(C#N)c1	14	-5%	-5%	-3%	1%	-5%
Cc1ccc(NC(=O)CN2C(=O)CCn3nc(-c4cccn4C)cc32)cc1	24	-16%	.	.	9%	.
CCCCCC(O)CCC(=O)NNC1=CC(=O)CC(C)(C)C1 (centres undefined)	-11	-24%	-2%	?	-9%	1%
Cc1ccc(NC(=O)COC(=O)C2CSC3(C)CCC(=O)N23)cc1S(=O)(=O)N1CCOCC1 (centres undefined)	22	-6%	29%	18%	0%	1%
O=C(NC(CC(=O)N1CCCC(C(F)(F)F)C1)c1ccccc1)c1ccccc1Cl (centres undefined)	-6	0%	-13%	13%	-1%	.
CN(CC(=O)NCCc1ccccn1)S(=O)(=O)c1ccc(Cl)cc1	-17	2%	59%	13%	5%	2%
Cn1c(C(=O)N2CCc3ccccc3C2)cc2oc3ccccc3c21	.	3%	25%	-8%	4%	-1%
CSCCC(NS(=O)(=O)c1ccc(Cl)cc1)C(=O)OCC(=O)c1c(C)[nH]c2ccccc12 (centres undefined)	39	-11%	?	-14%	-13%	-12%
Cc1ccc(-n2nnnc2SCC(=O)c2c(N)n(C3CC3)c(=O)[nH]c2=O)cc1C	-22	-1%	-14%	-21%	7%	.
CCC(C)(C(=O)NC1CCCC1)N(C(=O)CC1NC(=O)NC1=O)c1ccc(C)cc1 (centres undefined)	31	-3%	-10%	-13%	2%	-1%
Cn1c(SCC(=O)Nc2nncs2)nnc1C1CC1	-6	1%	-22%	21%	1%	.
CC(=O)c1cccc(NC(=O)c2cc(C)nn2-c2ccccc2)c1	-2	-3%	-34%	24%	-7%	11%
CCOC(=O)C1(Cc2ccc(Cl)cc2)CCN(C(=O)c2cnc(C)cn2)CC1	34	5%	157%[activator]	2%	6%	-1%
N#CC1=C(N)Oc2n[nH]c(-c3cccs3)c2C1C1C=CCCC1 (centres undefined)	-3	?	-30%	10%	?	-18%
C/C(=N\NC(=O)CNc1cccc(C(F)(F)F)c1)c1cccc(Br)c1	-12	-14%	-18%	24%	-14%	-11%
O=C(O)Cc1c(C(=O)O)nnn1-c1ccc(Cl)cc1Cl	-66*	2%	-20%	8%	-7%	5%
O=C(Nn1c(C2CCC2)nc2ccccc2c1=O)c1cccs1	-11	-1%	-19%	17%	1%	5%
COc1ccc(CN(C(=O)c2cc(=O)c3cc(C)cc(C)c3o2)C2CCS(=O)(=O)C2)cc1 (centres undefined)	-24	6%	112%[activator]	7%	3%	2%
